S1P4 ag – agonists of human S1P4 receptor; O95977; S1P4-expressing cell line, agonist reporter assay; activation, % at 4.98 µM; 220,000 tested, 0.35% active; AID 1509; in the data active means activation above about 11%;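 further: 0% = DMSO vehicle and 100% = reference agonist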
Target sequence (O95977 whole entry, looked up): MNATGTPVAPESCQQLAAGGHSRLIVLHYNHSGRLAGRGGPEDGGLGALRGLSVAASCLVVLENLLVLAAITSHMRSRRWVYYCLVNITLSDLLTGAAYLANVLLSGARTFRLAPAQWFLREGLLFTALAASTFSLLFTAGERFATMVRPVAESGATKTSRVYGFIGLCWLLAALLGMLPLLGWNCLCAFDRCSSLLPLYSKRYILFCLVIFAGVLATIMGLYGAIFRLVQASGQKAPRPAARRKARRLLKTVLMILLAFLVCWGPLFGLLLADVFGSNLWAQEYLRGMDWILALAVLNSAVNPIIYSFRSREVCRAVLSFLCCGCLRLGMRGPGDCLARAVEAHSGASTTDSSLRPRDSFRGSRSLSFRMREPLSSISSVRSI
RBBP9 inh – blocks human serine hydrolase RBBP9; O75884; recombinant RBBP9, FP-Rh probe fluorescence polarization; inhibition, % at 7.94 µM; 220,000 tested, 0.2% active; AID 1515;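 active means inhibition above the campaign mean of all tested compounds plus 3 SD, cut at about 14% in these data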;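 further: plate controls were DMSO wells with RBBP9 for no effect and wells lacking RBBP9 protein for full effect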
Target sequence (O75884 whole entry, looked up): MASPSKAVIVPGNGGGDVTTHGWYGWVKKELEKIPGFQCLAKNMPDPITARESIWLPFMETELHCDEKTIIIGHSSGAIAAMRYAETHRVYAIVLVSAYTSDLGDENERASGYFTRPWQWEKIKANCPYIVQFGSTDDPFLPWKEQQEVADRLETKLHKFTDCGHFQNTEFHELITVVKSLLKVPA
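Test system: recombinant human RBBP9. Quantity: 2.5 µM RBBP9 dispensing solution, before mixing. Detection: FP readout at 525/598 nm. Reagent: Serine-hydrolase probe FP-Rh, 375 nM pre-mixing. Measure: % inhibition. Control set: DMSO-treated enzyme wells and wells lacking RBBP9. Buffer or medium: Tris-NaCl-Pluronic buffer, pH 8.0. Times: preincubation 30 min plus labeling 45 min at 25 °C.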
NPY-Y1 antag – antagonists of human neuropeptide Y receptor Y1; HEK293-CNG Y1 cells, membrane potential fluorescence; NPY at EC95, then isoproterenol; 200,000 tested, 1% active; P25929; inhibition, % at 3.6 µM;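 active means inhibition above the campaign mean inhibition of all tested compounds plus 3 SD, cut at about 20% in these data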;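 further: 0% = DMSO wells given NPY plus isoproterenol and 100% = isoproterenol alone without NPY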
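material = HEK293 cells with Y1 receptor plus CNG channel | also added = NPY 25 nM then isoproterenol 1 µM plus Ro 20-1724 25 µM | schedule = dye 3 h, compound 60 min room temperature, stimulation 45 min | measured by = membrane potential fluorescence | benchmarks = high control isoproterenol alone, low control NPY with isoproterenol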
NPY1 pot ag – potentiates or activates human NPY-Y1 receptor. 220,000 tested, 0.37% active. NPY-Y1 expressing cells, potentiator/agonist activation. activation, % at 3.6 µM. P25929; in the data active means activation above about 33%, passing the limit was not always enough;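 further: cells stimulated with NPY at EC10 then isoproterenol at EC100; 0% = low agonist plus stimulus and 100% = saturating agonist plus stimulus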
NPY2 pot ag – potentiators or agonists of human neuropeptide Y receptor Y2; P49146; cells expressing NPY-Y2, potentiator/agonist read-out; activation, % at 3.6 µM; 220,000 tested, 0.45% active; in the data active means activation above about 27%;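 further: cells stimulated with NPY near EC25 plus isoproterenol at EC100; 0% = vehicle plus submaximal agonist and 100% = vehicle plus saturating agonist; some results beyond the cut were filed as inactive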
Target sequence (P49146 whole entry, looked up): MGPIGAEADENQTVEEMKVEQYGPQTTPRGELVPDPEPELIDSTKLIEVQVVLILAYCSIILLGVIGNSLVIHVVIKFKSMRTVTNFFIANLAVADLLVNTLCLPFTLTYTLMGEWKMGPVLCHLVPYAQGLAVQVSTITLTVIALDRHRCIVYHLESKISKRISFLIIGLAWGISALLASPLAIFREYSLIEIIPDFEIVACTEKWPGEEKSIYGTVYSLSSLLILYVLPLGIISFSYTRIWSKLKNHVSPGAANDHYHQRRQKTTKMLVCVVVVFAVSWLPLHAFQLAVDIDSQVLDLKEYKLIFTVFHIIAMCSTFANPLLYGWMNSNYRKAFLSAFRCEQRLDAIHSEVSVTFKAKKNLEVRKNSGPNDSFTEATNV
Runt-CBFb FRET – Runt domain-CBFb interaction inhibition | Q01196+Q13951 | Cerulean-Runt/Venus-CBFb FRET ratio 530/480, 1 h | inhibition, % at 20 µM | 220,000 tested, 0.46% active;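 active means inhibition over about 50% at 20 µM in the single-dose screen, limit read from the data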;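 further: 0% = DMSO wells and 100% = excess unlabeled CBFb competitor control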
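Buffer or medium: Tris pH 7.5 buffer with BSA. Assay system: Cerulean-labeled Runt domain protein. Amount: each fluorescent fusion protein 100 nM. Read-out basis: loss of energy transfer signal. Incubation: 1 h compound exposure, room temperature. Probe or stimulus: Venus-CBFb binding partner, 100 nM. Detection: FRET, excitation 422 nm, emission at 530 and 480 nm.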
Ba/F3 V617F tox – reduce viability of Ba/F3 cells dependent on JAK2V617F | AID 1446 | 220,000 tested, 1.1% active | Ba/F3 EpoR-JAK2V617F viability, ATP luminescence | inhibition, % at 5.6 µM;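 active means inhibition above the campaign mean plus 3 SD over all tested compounds, cut at about 24% in these data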;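 further: cytokine-independent growth of Ba/F3 cells driven by EpoR plus mutant JAK2; 0% = DMSO-treated cells and 100% = JAK inhibitor I control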
S1P4 antagonist – human S1P4 receptor antagonism; O95977; S1P4-expressing cells, antagonist mode, reporter read-out; inhibition, % at 4.98 µM; 220,000 tested, 0.26% active; in the data active means inhibition above about 29%;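 further: 0% = wells stimulated with agonist and 100% = vehicle wells without agonist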
BaF3 tox – counter-screen for JAK2V617F inhibitors: parental Ba/F3 viability inhibitors | AID 1486 | CellTiter-Glo ATP luminescence | 220,000 tested, 1.1% active | inhibition, % at 5.6 µM;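 active means inhibition above a per-campaign cutoff, the mean inhibition of all tested compounds plus 3 SD, cut at about 27% in these data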;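 further: 0% = DMSO wells and 100% = JAK Inhibitor I control wells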
Numbers without * were called inactive; / = not tested or not shown.

SMILES	S1P4 ag	RBBP9 inh	NPY-Y1 antag	NPY1 pot ag	NPY2 pot ag	Runt-CBFb FRET	Ba/F3 V617F tox	S1P4 antagonist	BaF3 tox
O=[N+]([O-])c1cccc(/C=N/Nc2nc(C(Cl)(Cl)Cl)nc3ccccc23)c1	1.3	-10	1	0	1	-2	0	-18	4
CCOC(=O)/C(C#N)=N/Nc1ccccc1C(=O)O	0.9	-10	/	4	-19	-1	-1	0	2
Cc1cc(C)n(/N=C/c2cc(Cl)cc(Cl)c2O)c(=O)c1	-2.6	-3	-6	-13	-11	-36	2	0	3
COc1ccc(NC(=O)CNC(=O)c2ccc([N+](=O)[O-])cc2)cc1	0.4	8	3	8	7	1	-3	2	4
CCOC(=O)c1c(C)[nH]c(C(=O)COC(=O)CNC(=O)c2ccc(Br)cc2)c1C	2.7	-1	1	-10	-6	-1	-1	-15	3
CCOC(=O)N/C(N)=N/c1nc2ccccc2s1	0.0	8	4	1	6	0	-1	12	6
O=C(c1ccc(NS(=O)(=O)c2ccccc2)cc1)N1CCN(Cc2ccc3c(c2)OCO3)CC1	1.9	-11	0	11	7	2	-2	-4	6
CC(OC(=O)C1CCC(=O)N1)C(=O)Nc1cc(Cl)cc(Cl)c1 (configuration not stated)	-0.4	-4	-5	8	10	2	-1	-9	4
N#Cc1cc2c(nc1SCC(=O)NCc1ccc3c(c1)OCO3)CCCCC2	2.7	-2	9	-1	2	-1	-2	13	0
Cn1c(N)c(C(=O)CSc2nc(N)cc(=O)[nH]2)c(=O)n(C)c1=O	-2.6	-8	-1	7	2	1	-3	0	2
Cc1c(NCc2ccccc2O)c(=O)n(-c2ccccc2)n1C	1.9	-5	/	23	5	1	-4	-3	0
COc1ccc(/C=C/C(=O)NCCC(=O)N2CCCN(C)CC2)cc1	1.5	-4	-2	23	15	0	-3	9	0
Cc1nnc2c3ccccc3c(-c3cccc4ccccc34)nn12	1.3	-9	11	0	-4	-1	-1	-18	4
Oc1cc2ccccc2cc1-c1n[nH]c(=S)o1	0.8	7	40*	-26	-29	-4	-2	-6	7
Cc1cccc(NC(=S)NCCc2c[nH]c3ccccc23)c1	1.6	1	-8	2	3	10	-5	11	-1
COc1cc2c(cc1NC(=O)c1ccc(C(C)(C)C)cc1)CCCC2	2.6	-11	32*	-73	-37	-2	-4	-10	1
CCCCCCC(C)n1cc(C(C)=O)c(=O)[nH]c1=O (configuration not stated)	2.2	-5	-4	-18	8	/	0	-16	5
CNC(=S)NNC(=O)c1sccc1OCc1ccccc1	1.8	-7	-1	13	-6	0	-1	-17	4
Cc1ccc(S(=O)(=O)c2nc(Nc3ccccc3)sc2Cl)cc1	1.5	-6	-5	20	0	2	0	-4	8
CC(C)C(c1nnnn1Cc1ccc2c(c1)OCO2)N1CCN(c2ccccc2)CC1 (configuration not stated)	-0.1	1	3	15	4	-2	0	-11	1
COc1ccccc1NS(=O)(=O)c1ccc(NN=C2CCCCC2)c([N+](=O)[O-])c1	-0.4	-5	-3	-28	4	-3	-1	-14	6
COC(=O)C1C/C(=N\NS(=O)(=O)c2ccc(C)cc2)c2ccsc2C1 (configuration not stated)	1.3	-4	1	-14	-3	-3	-3	-2	0
O=c1[nH]c(=O)c2cc([N+](=O)[O-])cc([N+](=O)[O-])c2[nH]1	4.1	-4	-2	-10	-9	0	2	-19	8
COCCN1C=C(C(=O)OC)C(c2ccccc2Cl)C(C(=O)OC)=C1	3.1	1	1	-10	1	64*	2	-12	9
O=C(CCCNS(=O)(=O)c1cccc2nsnc12)N1CCCCC1	0.7	-2	2	5	-7	0	2	-7	-2
CCOC(=O)c1ccc(NC(=S)N2CCN(CCN=CC3=C(O)CC(c4ccccc4)CC3=O)CC2)cc1 (configuration not stated)	1.0	8	/	2	16	-2	1	8	-1
O=C(c1ccc(Cl)cc1)c1cc(-c2ccccn2)c(N2CCOCC2)s1	-0.5	-5	7	27	-4	-15	12	16	11
Cc1cccc(N2CCN(C(=O)c3ccc(N4CCCC4=O)cc3)CC2C)c1 (configuration not stated)	-0.8	-6	-2	25	-6	-1	-3	-16	13
Cc1cc(C(=O)Nc2ccc3c(c2)CCC3)c2ccccc2n1	0.9	2	4	-25	-25	-4	0	13	6
Cc1nc2ccccc2n1CC(=O)N/N=C/c1cccnc1	1.4	0	-1	-11	1	2	4	-14	7

Complete entries, quoted from the list. Screens in order: S1P4 ag	RBBP9 inh	NPY-Y1 antag	NPY1 pot ag	NPY2 pot ag	Runt-CBFb FRET	Ba/F3 V617F tox	S1P4 antagonist	BaF3 tox
`Cc1cccc(N2CCN(C(=O)c3ccc(N4CCCC4=O)cc3)CC2C)c1` (configuration not stated) is entered as -0.8	-6	-2	25	-6	-1	-3	-16	13
`Cc1ccc(S(=O)(=O)c2nc(Nc3ccccc3)sc2Cl)cc1` is entered as 1.5	-6	-5	20	0	2	0	-4	8
`O=c1[nH]c(=O)c2cc([N+](=O)[O-])cc([N+](=O)[O-])c2[nH]1` is entered as 4.1	-4	-2	-10	-9	0	2	-19	8
`COc1cc2c(cc1NC(=O)c1ccc(C(C)(C)C)cc1)CCCC2` is entered as 2.6	-11	32*	-73	-37	-2	-4	-10	1
`COCCN1C=C(C(=O)OC)C(c2ccccc2Cl)C(C(=O)OC)=C1` is entered as 3.1	1	1	-10	1	64*	2	-12	9

Next part.
SMILES	S1P4 ag	RBBP9 inh	NPY-Y1 antag	NPY1 pot ag	NPY2 pot ag	Runt-CBFb FRET	Ba/F3 V617F tox	S1P4 antagonist	BaF3 tox
CCN(CC)c1nc2ccccc2[nH]1	0.7	-1	3	-10	-9	-3	1	0	6
CCN(CC)CCCNc1oc(-c2ccccc2[N+](=O)[O-])nc1C#N	0.9	4	/	5	-13	7	3	3	1
COc1ccc(C2CC(c3cccs3)=NN2c2ccccc2)cc1 (configuration not stated)	12*	8	12	3	3	25	-1	-12	4
CN(C)c1ncc([N+](=O)[O-])cc1C(F)(F)F	0.9	-10	/	4	-18	6	4	-13	1
O=C(Nc1ccc2oc(-c3ccccc3)nc2c1)c1ccc2c(c1)OCCO2	2.0	-8	9	-19	-5	-2	-3	-4	0
CCCCOC(=O)NC1CCS(=O)(=O)C1 (configuration not stated)	0.4	-5	-2	4	-7	0	4	-6	6
CCCC1c2ccsc2CCN1C(=S)NC (configuration not stated)	0.7	-8	/	12	18	3	-3	-6	0
CC(C)CCNC(=O)C1CCC(=O)N1C(C)C (configuration not stated)	1.3	4	2	20	-14	-1	1	-16	6
CC1CCCCN1CCNC(=O)c1cc2c(-c3ccccc3F)nn(C)c2s1 (configuration not stated)	-3.4	-6	3	3	-7	-5	-2	-5	6
CC(C)COc1ccc(C(=O)Nc2sc3c(c2C(=O)O)CC(C)(C)OC3)cc1	-0.6	-1	-11	16	-8	2	-3	8	5
Cc1ccc(S(=O)(=O)N2c3ccccc3NC(=O)CC2C)cc1 (configuration not stated)	2.1	-4	-3	1	1	-2	-3	-22	1
CC(Oc1ccc(Cl)cc1Cl)C(=O)N(Cc1ccco1)C1CCS(=O)(=O)C1 (configuration not stated)	0.3	-1	2	5	2	0	-1	6	8
CCOc1cc(C(=O)NC(C)c2ccncc2)cc(OCC)c1OCC (configuration not stated)	0.6	-6	8	5	6	0	-4	-9	-1
COc1cc(C(=O)OCC(=O)Nc2cc(C)on2)ccc1OCc1ccccc1Cl	-0.9	-2	-4	-2	-4	1	-5	-15	4
COCCN(C(=S)Nc1ccc(OC)c(Cl)c1)C1CCN(C(C)C)CC1	-0.5	-3	9	11	5	27	0	-14	2
CCOc1ccccc1CNCCN1CCOCC1	0.7	-1	-1	-4	-10	0	-1	-9	8
COc1ccccc1N(CC(=O)NCc1ccccc1)S(C)(=O)=O	1.5	4	0	-35	2	-1	1	-8	4
O=C(COC(=O)/C=C/c1ccc(Br)o1)Nc1ccccc1F	0.7	-2	14	-3	-11	2	1	9	6
CCCCc1nc(SCC(=O)Nc2cc(C)on2)n[nH]1	0.7	-1	9	7	-3	-2	3	-5	7
O=C(NCc1cccnc1)/C(=C\c1ccc(-c2ccc(Br)cc2)o1)S(=O)(=O)c1ccccc1	0.6	-10	12	-57	-24	5	7	52*	2
CC(=O)Nc1ccc(Oc2nc(C)cc(C)n2)cc1	0.8	-4	-1	-27	9	0	-1	-20	3
COC(=O)/C(C#N)=C\c1c(OC)[nH]c2ccccc12	-1.0	-8	/	25	13	1	0	3	-1
COc1ccc(C2=NN(CN3C(=O)C(=O)c4ccccc43)C(c3ccc(OC)cc3)C2)cc1 (configuration not stated)	-0.7	-9	2	-21	-21	2	3	3	4
Cc1ccc(C)c(NC(=S)c2ccc3ccccc3n2)c1	-1.4	-2	4	-40	-10	-4	-4	-13	0
CCCCOc1ccc(-c2cn3ccccc3n2)cc1[N+](=O)[O-]	1.0	-4	-1	-33	-4	10	2	-29	5
N#Cc1c(CSCC(=O)O)cc(=O)n2c1[nH]c1ccccc12	0.1	-7	/	30	7	4	-3	-10	-4
O=S(=O)(c1cc(Cl)sc1Cl)N1CCCC1	-0.6	-3	/	9	3	2	2	-15	-5
O=C1NC(=Nc2ccccc2)CS1	-3.2	-3	/	4	6	2	-3	5	4
O=S(=O)(c1ccccc1C(F)(F)F)N1C=CC(C(F)(F)F)=NCC1	0.1	-12	/	4	-12	-2	3	-20	-3
Cc1cc(=O)n(C)c(=O)n1CCCNc1ccccc1	-0.2	-6	6	-6	9	2	-4	-7	1
CC(C)CCNC(=O)C(C)N(Cc1ccc(F)cc1)C(=O)c1ccc(CN2CCOCC2)o1 (configuration not stated)	-0.3	-8	10	7	9	-1	-2	3	3
O=c1c2ccccc2sn1-c1cc(S(=O)(=O)N2CCOCC2)ccc1N1CCOCC1	0.8	45*	5	-9	-17	2	0	4	2
O=C(Nc1ccc(N2CCN(C(=O)c3cccs3)CC2)c(Cl)c1)c1cccnc1	3.2	-7	-4	11	8	1	-4	-5	-4
CN1C2CCC1/C(=C\c1ccccc1F)C(=O)/C2=C/c1ccccc1F	3.8	-1	3	11	5	6	17	17	4
O=C(O)c1cc2n(n1)CCN(Cc1ccccc1Cl)C2=O	-0.6	-3	5	-7	10	-1	-2	-16	4
CCc1ccc(NC(=O)c2cc(-c3ccc(OC)cc3)on2)cc1	-1.0	-9	3	7	0	-1	-3	-4	0
COc1cc(OC)nc(NC(=O)CCl)n1	-3.5	-4	0	-13	2	1	-4	-10	0
O=C(O)c1[nH]c2ccc(Br)cc2c1CCN1C(=O)c2cccc([N+](=O)[O-])c2C1=O	2.0	-4	/	6	-9	0	-3	1	-1
Oc1ccc(-c2nnc(SCC3CCCCC3)o2)cc1	6.8	-7	4	8	-11	-1	4	-8	6
Cc1ccc(-n2c(Cc3cccs3)nnc2SCC(=O)Nc2ccc(F)c(F)c2)cc1	0.1	-4	-2	9	2	-4	6	-16	6
O=C(CSc1nc2ccccc2o1)Nc1nccs1	0.8	-7	4	-15	-21	0	-3	8	2

Compound activity from PubChem BioAssay.
